NCOA1 inh – human NCOA1 inhibition. HEK293 GAL4-SRC1 luciferase reporter, luminescence. inhibition, % at 3.6 µM. hit rate 0.12% among 360,000. AID 588354;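 active = inhibition above the campaign mean plus 3 SD, with each screening campaign given its own cutoff, cut at about 60% in these data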;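 note: 0% = DMSO treated cells and 100% = gossypol at 36 µM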
Target sequence (Q15788 whole entry, looked up, the tested form may be a part): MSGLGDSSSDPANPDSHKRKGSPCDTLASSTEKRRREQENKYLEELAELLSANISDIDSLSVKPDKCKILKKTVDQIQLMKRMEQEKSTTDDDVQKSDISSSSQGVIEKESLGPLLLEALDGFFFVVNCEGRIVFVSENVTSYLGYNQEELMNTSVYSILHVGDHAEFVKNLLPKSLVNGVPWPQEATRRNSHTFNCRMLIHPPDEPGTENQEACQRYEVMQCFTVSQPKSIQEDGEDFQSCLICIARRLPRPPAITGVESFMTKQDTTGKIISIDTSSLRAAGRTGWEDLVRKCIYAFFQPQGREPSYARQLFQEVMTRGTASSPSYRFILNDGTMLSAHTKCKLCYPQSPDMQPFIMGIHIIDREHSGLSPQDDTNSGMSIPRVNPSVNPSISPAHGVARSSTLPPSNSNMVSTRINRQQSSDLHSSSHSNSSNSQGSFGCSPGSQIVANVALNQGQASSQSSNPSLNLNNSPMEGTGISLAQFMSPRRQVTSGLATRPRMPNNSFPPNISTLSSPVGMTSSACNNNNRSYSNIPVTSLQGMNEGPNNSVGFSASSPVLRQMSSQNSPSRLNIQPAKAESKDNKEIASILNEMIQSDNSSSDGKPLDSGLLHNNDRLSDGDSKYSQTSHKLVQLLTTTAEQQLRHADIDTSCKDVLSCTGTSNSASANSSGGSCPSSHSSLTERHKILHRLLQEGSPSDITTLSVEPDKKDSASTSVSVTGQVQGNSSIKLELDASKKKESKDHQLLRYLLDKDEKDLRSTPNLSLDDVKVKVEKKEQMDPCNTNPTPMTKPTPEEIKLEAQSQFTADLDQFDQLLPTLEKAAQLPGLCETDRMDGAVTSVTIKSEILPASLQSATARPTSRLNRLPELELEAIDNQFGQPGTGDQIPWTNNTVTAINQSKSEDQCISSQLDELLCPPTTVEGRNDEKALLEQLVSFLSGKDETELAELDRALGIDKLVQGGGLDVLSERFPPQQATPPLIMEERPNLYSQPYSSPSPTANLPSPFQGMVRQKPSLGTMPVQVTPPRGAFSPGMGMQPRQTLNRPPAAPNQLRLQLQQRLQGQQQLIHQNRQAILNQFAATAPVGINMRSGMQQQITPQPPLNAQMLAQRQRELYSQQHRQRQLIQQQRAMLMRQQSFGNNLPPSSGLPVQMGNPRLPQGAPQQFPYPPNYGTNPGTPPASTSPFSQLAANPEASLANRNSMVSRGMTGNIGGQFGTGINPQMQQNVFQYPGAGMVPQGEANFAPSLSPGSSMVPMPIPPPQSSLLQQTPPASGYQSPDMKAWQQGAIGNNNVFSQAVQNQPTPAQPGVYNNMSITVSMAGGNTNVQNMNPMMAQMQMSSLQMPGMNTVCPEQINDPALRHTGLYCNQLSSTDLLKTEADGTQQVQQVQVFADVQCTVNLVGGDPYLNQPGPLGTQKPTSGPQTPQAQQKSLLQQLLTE
CF NFkB inh – inhibitors of cystic fibrosis induced NF-kB | inhibition, % at 5 µM | KKLEB NF-kB-GFP reporter, PAF-induced, GFP fluorescence overnight | hit rate 0.86% among 360,000;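 active = at least 50% inhibition at 5 µM, scaled per plate between neutral and stimulator controls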;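 note: PAF is a Pseudomonas aeruginosa culture filtrate used as stimulus; plate controls were PAF-stimulated DMSO wells for no effect and unstimulated DMSO wells for full effect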
NR5A2 inv ag – inverse agonists of human LRH-1 (NR5A2) | AID 602396 | inhibition, % at 3.6 µM | HEK293T StAR-luciferase reporter, LRH-1 transfected, 24 h | hit rate 0.13% among 360,000;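 active = inhibition above the mean inhibition of all tested compounds plus 3 SD, cut at about 73% in these data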;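 note: 0% = DMSO wells and 100% = reporter-only cells lacking LRH-1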
SRC3 inh – human NCOA3 inhibition; AID 588352; HEK293 GAL4-SRC3 luciferase reporter, luminescence; inhibition, % at 3.6 µM; hit rate 0.17% among 360,000; Q9Y6Q9;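 active = inhibition above a per-campaign cutoff, the mean of all compounds plus 3 SD, cut at about 60% in these data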;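 note: 0% = DMSO-treated cells and 100% = gossypol-treated cells at 36 µM; higher means less SRC3-driven luciferase light from the GAL4 reporter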
TROY signal inh – TROY signaling inhibition; AID 1347056; Q293 LMP1-TROYcd NF-kB luciferase reporter, 4 h; hit rate 0.98% among 360,000; inhibition, % at 10 µM;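 active = compounds whose plate-normalised and pattern-corrected inhibition of the luciferase reporter signal at the single screening dose is 50% or more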
Shn3 inh set2 – inhibitors of Schnurri-3 3'UTR reporter in osteoblasts. Clone20 osteoblast Shn3 3'UTR firefly luciferase, 24 h. inhibition, % at 12.5 µM. hit rate 0.52% among 360,000. AID 588674;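 active = mean inhibition of at least 75% with every replicate also reaching 75%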;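 note: 0% = median of neutral control wells and 100% = pilot-screen positive control compound; some compounds past the cut are filed as inactive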
LMP1 NFkB inh – Epstein-Barr LMP1 NF-kappaB reporter inhibition; LMP1-induced NF-kappaB luciferase reporter cells, luminescence; hit rate 0.69% among 350,000; inhibition, % at 12.5 µM; in the data active = inhibition above about 41%;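 note: 0% = neutral control wells and 100% = reference inhibitor control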
TWEAK-Fn14 inh – blocks TWEAK-Fn14 interaction in a reporter cell assay | TWEAK-stimulated Fn14 reporter cells, luciferase luminescence, 8 h | inhibition, % at 10 µM | hit rate 2% among 360,000; in the data active = inhibition above about 50%
TRAIL sens C8 – caspase-8 TRAIL sensitization. inhibition (viability loss, TRAIL sensitization), % at 10 µM. AID 624354. hit rate 1% among 360,000. NB7+C8 cells + TRAIL, ATPlite viability luminescence;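 active = compounds causing at least 50% loss of cell viability in the single-dose screen, relative to plate controls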
NR2F2 inh – NR2F2 (human) inhibition, primary screen. hit rate 0.7% among 370,000. HEK293T NGFI-A luciferase reporter, luminescence. inhibition, % at 8.6 µM;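 active = inhibition above a per-plate cutoff, mean inhibition of test wells between control levels plus 3 SD, cut at about 38% in these data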;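 note: cells cotransfected with COUP-TFII expression vector driving the NGFI-A reporter; 0% = median of COUP-TF2 test wells and 100% = reporter-only cells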
KKLEB tox – counter-screen for CF NF-kB inhibitors: cytotoxicity. KKLEB CF airway cells viability, ATPlite luminescence, overnight; stronger effect = lower value; cells stimulated with P. aeruginosa culture filtrate. activity change (cytotoxicity), % at 5 µM. hit rate 0.36% among 360,000. AID 602141;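 active = corrected activity change at or below -50% at 5 µM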
* = called active by the depositor; nt = no result given; & = joins results of further samples; ! = a repeat was not active. Only part of the results is shown. The share of hits here may be higher or lower than overall.

Every second line gives: NCOA1 inh | CF NFkB inh | NR5A2 inv ag | SRC3 inh | TROY signal inh | Shn3 inh set2 | LMP1 NFkB inh | TWEAK-Fn14 inh | TRAIL sens C8 | NR2F2 inh | KKLEB tox
1: COc1ccccc1NC(=O)C(C)OC(=O)c1ccc(-n2cnnn2)cc1 (stereo unspecified)
 : 6 | 9 | 25 | 21 | 5 | 2 | -2 | -14 | -3 | -1 | -6
2: O=C(COC(=O)c1cccc(C(F)(F)F)c1)NCc1ccccc1
 : -4 | -36 | -7 | -8 | -23 | -3 | -13 | 31 | 8 | -8 | 8
3: Cc1cc(C(=O)Nc2cccc(NC(=O)c3ccco3)c2)ccc1[N+](=O)[O-]
 : 14 | 9 | 21 | -16 | 8 | 7 | -1 | 3 | 15 | -7 | -2
4: Nc1ccccc1Nc1cccc(C(F)(F)F)c1
 : 28 | 22 | -13 | 40 | 19 | -7 | 2 | 50* | -5 | 21 | -5
5: COc1ccccc1C(=O)NC(=Nc1nc2ccccc2o1)NC(=O)c1ccccc1OC
 : -33&-33 | -56&-6 | -4&-42 | -11&-4 | -25&-57 | 6&69 | -4&-10 | -38&-41 | 71*! | -1 | 0&10
6: Cc1ccc(-n2ncc3c2CC(C)(C)CC3NC(=O)c2c(C)noc2C)cc1 (stereo unspecified)
 : -31 | 11 | -8 | 14 | -6 | 2 | -2 | -14 | 3 | 8 | 4
7: C[C@@H]1CN([C@@H](C)CO)C(=O)CCCn2nncc2CO[C@@H]1CN(C)S(=O)(=O)c1ccc(-n2cccn2)cc1
 : -8 | -20 | -5 | -11 | -8 | -4 | 2 | 7 | 3 | -4 | 4
8: COC(=O)c1ccc(S(=O)(=O)NCc2ccccc2)n1C
 : 2 | 4 | 17 | -1 | 11 | 10 | 5 | 2 | 7 | -28 | 10
9: COCCNC(=O)Cn1nc(-c2ccc(Cl)cc2)c2ccccc2c1=O
 : -17 | -6 | -6 | 8 | -14 | -116 | -3 | -3 | 3 | 25 | 6
10: Nc1cc2c(cc1Cl)N(Cc1ccccc1)C(=O)CO2
 : 3 | -3 | 15 | 8 | -40 | 11 | 7 | -27 | 5 | 13 | -10
11: CSc1ccc(C(c2c(C(=O)O)[nH]c3ccccc23)c2c(C(=O)O)[nH]c3ccccc23)cc1
 : 3 | 21 | -5 | -21 | -7 | 6 | -7 | -22 | -11 | 3 | -8
12: COCCNc1ccc(N2C(=O)CCCC2=O)cc1[N+](=O)[O-]
 : 18 | 10 | 9 | 1 | 9 | 4 | 0 | -22 | -10 | 13 | -1
13: Cc1cc(-c2nnc(SCC(=O)Nc3ccc(F)c(F)c3)n2N)n[nH]1
 : 2 | 2 | -3 | 8 | 4 | -3 | 1 | 2 | 3 | -1 | 1
14: O=C(NCc1cccnc1)c1ccc(-c2cc(Cl)ccc2Cl)o1
 : 4 | 1 | -13 | 3 | 14 | -4 | -15 | 3 | -16 | 16 | 2
15: Cc1ccc(Oc2ccc(NC(=O)C3=CC=CN4CCS(=O)(=O)N=C34)cc2)cc1
 : -4 | -3 | -6 | -38 | -3 | -19 | -2 | -8 | -5 | -11 | -2
16: COc1ccccc1OCC(=O)N1CCCC(Nc2ccc(C)c(C)c2)C1 (stereo unspecified)
 : 9 | 19 | 11 | 4 | -14 | -13 | -5 | -14 | -10 | 1 | -4
17: Cc1cccn2c(Nc3ccccc3)c(-c3ccccn3)nc12
 : 16 | 8 | -1 | 1 | -17 | 20 | 4 | 0 | 15 | -1 | 3
18: O=C(CCN1CCOCC1)NNC(=S)NC(=O)c1ccccc1
 : -2 | 2 | 4 | 11 | -1 | -7 | -7 | -13 | -2 | -13 | 2
19: CCC(CC)C(=O)NCCc1ccc(S(N)(=O)=O)cc1
 : -10 | 5 | 1 | 7 | -14 | -14 | 4 | -3 | -7 | -2 | 9
20: C[C@H]1CN([C@@H](C)CO)C(=O)c2cc(NC(=O)C3CCCCC3)ccc2O[C@H]1CN(C)Cc1ccc(-c2ccccc2)cc1
 : 9 | 7 | -9 | 6 | 26 | 12 | 0 | 4 | 0 | -16 | 3
21: O=C(NCCS(=O)(=O)N1CCN(c2ccccc2)CC1)C1CCCC1
 : -13 | 17 | -13 | 1 | -6 | -15 | 2 | 5 | 0 | -16 | -5
22: O=C(CCC(=O)c1ccc(Oc2ccccc2)cc1)Nc1cccc(Cl)c1Cl
 : -16 | 3 | 13 | -6 | 8 | 3 | -16 | -16 | -5 | 12 | -5
23: CC(C)c1nnc(NC(=O)c2cnccn2)s1
 : -31 | 9 | -48 | -25 | -52 | -23 | -7 | -3 | 2 | -16 | 2
24: CC(=O)c1[nH]c(C)c(C(=O)N2CCCC(Nc3ccc(C(C)C)cc3)C2)c1C (stereo unspecified)
 : 19 | -18 | 12 | -4 | 17 | -6 | nt | -5 | 3 | 1 | 7
25: Cc1cc(C)c(S(=O)(=O)c2ccccc2)c(OC(=O)c2cc(F)c(F)cc2Cl)n1
 : -10 | -11 | -2 | 4 | -30 | -2 | 2 | -12 | -7 | -2 | 5
26: COc1ccc(-c2sc3cc(OC)c(OC)cc3c2-c2ccc(O)cc2)cc1
 : -3 | 40 | 16 | -4 | 25 | -1 | -6 | 33 | -1 | -4 | -5
27: CCOC(=O)c1nc(Nc2cc(C)cc(C)c2)c2ccccc2n1
 : -24 | -34 | 17 | 12 | 20 | 16 | -13 | 24 | -6 | 15 | 22
28: CCCn1c(SCC(=O)c2c(C)[nH]c(C)c2C(=O)OCC)nc2ccccc21
 : -2 | 10 | -1 | 10 | -2 | 9 | -2 | 11 | 12 | 0 | 4
29: CCCC(=O)N(Cc1cc(=O)[nH]c2ccccc12)c1ccc(OC)cc1
 : -14 | 16 | 5 | 7 | -13 | 19 | 18 | 12 | 1 | -2 | -1
30: Cc1ccc(S(=O)(=O)C2(C(=O)N3CCCCC3C)CC2)cc1 (stereo unspecified)
 : 12 | -16 | -8 | 21 | 6 | -12 | -3 | -13 | -3 | -3 | 6

Entries listed so far printed as active in TWEAK-Fn14 inh.
cpd	smiles	NCOA1 inh	CF NFkB inh	NR5A2 inv ag	SRC3 inh	Shn3 inh set2	LMP1 NFkB inh	TWEAK-Fn14 inh	NR2F2 inh
4	Nc1ccccc1Nc1cccc(C(F)(F)F)c1	28	22	-13	40	-7	2	50*	21

Some of the entries above, set out differently.
#28 CCCn1c(SCC(=O)c2c(C)[nH]c(C)c2C(=O)OCC)nc2ccccc21
#29 CCCC(=O)N(Cc1cc(=O)[nH]c2ccccc12)c1ccc(OC)cc1
assay / compound | 28 | 29
NCOA1 inh | -2 | -14
CF NFkB inh | 10 | 16
NR5A2 inv ag | -1 | 5
SRC3 inh | 10 | 7
TROY signal inh | -2 | -13
Shn3 inh set2 | 9 | 19
LMP1 NFkB inh | -2 | 18
TWEAK-Fn14 inh | 11 | 12
TRAIL sens C8 | 12 | 1
NR2F2 inh | 0 | -2
KKLEB tox | 4 | -1

Profiles, quoted from the list. Order of screens: NCOA1 inh, CF NFkB inh, NR5A2 inv ag, SRC3 inh, TROY signal inh, Shn3 inh set2, LMP1 NFkB inh, TWEAK-Fn14 inh, TRAIL sens C8, NR2F2 inh, KKLEB tox
`Cc1cc(C)c(S(=O)(=O)c2ccccc2)c(OC(=O)c2cc(F)c(F)cc2Cl)n1` is listed with -10, -11, -2, 4, -30, -2, 2, -12, -7, -2, 5
`CCCC(=O)N(Cc1cc(=O)[nH]c2ccccc12)c1ccc(OC)cc1` is listed with -14, 16, 5, 7, -13, 19, 18, 12, 1, -2, -1

The listing continues:
Every second line gives: NCOA1 inh | CF NFkB inh | NR5A2 inv ag | SRC3 inh | TROY signal inh | Shn3 inh set2 | LMP1 NFkB inh | TWEAK-Fn14 inh | TRAIL sens C8 | NR2F2 inh | KKLEB tox
31: O/N=C/c1cn(-c2ccccc2)nc1-c1ccccc1
 : 11 | 19 | -22 | 6 | -5 | 1 | 2 | -5 | -9 | -9 | -22
32: CCC(NC(=S)NC1CCCCC1)c1ccccc1 (stereo unspecified)
 : 4 | -7 | 21 | 24 | 20 | 20 | 15 | 20 | 1 | 35 | 16
33: O=C(CS(=O)(=O)c1ccccc1)Nc1ccc(S(=O)(=O)Nc2ncccn2)cc1
 : 13 | 10 | -2 | 17 | -16 | -14 | 4 | -2 | -6 | 26 | 6
34: CC(=O)c1cccc(NC(=O)CN2C(=O)c3cccnc3Oc3ccc(Cl)cc32)c1
 : 6 | -22 | 19 | 4 | -2 | 31 | 1 | -10 | -8 | 9 | -3
35: CCN(c1ccccc1)S(=O)(=O)c1ccc(OC)c(NC(=O)Cc2ccc(F)cc2)c1
 : -4 | 14 | 9 | 2 | 7 | 31 | 4 | 20 | 10 | 11 | -6
36: Cc1ccc(N(Cc2ccccc2)C(=O)c2ccc(S(=O)(=O)N3CCOCC3)cc2)cc1
 : 0 | -16 | -9 | 0 | -27 | 8 | 1 | 6 | -4 | 13 | -3
37: CCc1nnc(NC(=O)CCNC(=O)c2ccccc2Cl)s1
 : -2 | -10 | 7 | 13 | -11 | -10 | 4 | 8 | -1 | -6 | 12
38: O=C(NCc1ccccn1)c1cc(-c2ccc(-c3ccccc3)cc2)nc2ccccc12
 : -92 | -25 | -137 | -174 | -23 | 15 | 3 | 23 | 82* | -53 | -18
39: CC(CCc1ccccc1)NC(=O)c1ccccc1 (stereo unspecified)
 : -30 | 10 | 2 | -14 | -4 | 10 | -5 | 0 | -4 | 1 | -2
40: O=C(c1cccc(C(F)(F)F)c1)C1CCCN(Cc2cccn2-c2ncccn2)C1 (stereo unspecified)
 : -11 | 10 | 10 | 25 | 25 | 19 | 17 | 20 | 12 | 10 | -10
41: COc1cc(Cl)c(C)cc1N1C(=O)CN(Cc2ccccc2)C1=S
 : 19 | 1 | 13 | -11 | -1 | 10 | 6 | 18 | -4 | 20 | -4
42: CCCCN(C(=O)c1cccc(S(=O)(=O)N2CCCCC2)c1)C1CCS(=O)(=O)C1 (stereo unspecified)
 : 3 | 12 | -11 | 6 | 4 | -20 | 0 | -2 | -12 | 5 | -3
43: COc1ccc(N(CC(=O)Nc2ccc3c(c2)OCCO3)S(C)(=O)=O)c(OC)c1
 : 7 | -1 | 8 | 14 | 45 | 24 | 8 | 62* | -2 | 16 | 5
44: COc1ccc(-c2ccc3c(c2)S(=O)(=O)c2cccc(C(=O)NCCOc4ccccc4)c2C3=O)cc1OC
 : 1 | 18 | -7 | -7 | 19 | 15 | -4 | -44 | 31 | nt | -20
45: CCC[C@@H](CNC)NC[C@H](Cc1ccccc1)NCCCCc1ccccc1
 : 0 | 5 | -25 | 17 | -21 | 49 | -12 | -41 | 34 | -4 | -16
46: O=C(CC1NC(=O)NC1=O)Nc1ccc(Cl)cc1 (stereo unspecified)
 : -2 | -2 | -6 | 18 | 1 | -16 | -3 | 4 | -8 | 9 | 4

Screens from PubChem.
